NLRP3 yeast inh: blocks the NALP3 inflammasome reconstituted in yeast; Yeast reconstituted NLRP3/ASC/caspase-1, beta-gal luminescence, 24 h; inhibition, % at 10 µM; actives 0.39% (n = 330,000); AID 2825;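 active means inhibition of 50% or more; inactive means inhibition below 50%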;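 further: plate controls were induced DMSO wells for no effect and uninduced yeast grown without galactose for full effect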
Mdm2 MdmX PPI: human Mdm2/MdmX binding inhibition; AID 485346; actives 3% (n = 330,000); SaOS-2 split-luciferase Mdm2/MdmX complementation, luminescence; inhibition, % at 8 µM;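 active means inhibition of at least 50% at 8 µM in the primary screen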
Target sequence (O15151 whole entry, looked up): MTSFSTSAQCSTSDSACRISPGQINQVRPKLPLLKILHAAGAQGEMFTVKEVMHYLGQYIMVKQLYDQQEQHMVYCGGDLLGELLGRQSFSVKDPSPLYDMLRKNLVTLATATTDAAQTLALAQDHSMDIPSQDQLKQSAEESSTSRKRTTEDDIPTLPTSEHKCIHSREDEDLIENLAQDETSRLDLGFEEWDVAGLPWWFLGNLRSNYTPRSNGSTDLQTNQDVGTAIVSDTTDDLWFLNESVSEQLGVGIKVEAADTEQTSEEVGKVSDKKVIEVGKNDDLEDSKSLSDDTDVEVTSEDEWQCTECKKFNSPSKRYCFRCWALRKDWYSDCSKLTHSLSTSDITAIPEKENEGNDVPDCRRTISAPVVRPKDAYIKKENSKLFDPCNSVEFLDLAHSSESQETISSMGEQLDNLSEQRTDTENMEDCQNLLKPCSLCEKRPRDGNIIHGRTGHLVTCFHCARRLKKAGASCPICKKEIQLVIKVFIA
Target sequence (Q00987 whole entry, looked up): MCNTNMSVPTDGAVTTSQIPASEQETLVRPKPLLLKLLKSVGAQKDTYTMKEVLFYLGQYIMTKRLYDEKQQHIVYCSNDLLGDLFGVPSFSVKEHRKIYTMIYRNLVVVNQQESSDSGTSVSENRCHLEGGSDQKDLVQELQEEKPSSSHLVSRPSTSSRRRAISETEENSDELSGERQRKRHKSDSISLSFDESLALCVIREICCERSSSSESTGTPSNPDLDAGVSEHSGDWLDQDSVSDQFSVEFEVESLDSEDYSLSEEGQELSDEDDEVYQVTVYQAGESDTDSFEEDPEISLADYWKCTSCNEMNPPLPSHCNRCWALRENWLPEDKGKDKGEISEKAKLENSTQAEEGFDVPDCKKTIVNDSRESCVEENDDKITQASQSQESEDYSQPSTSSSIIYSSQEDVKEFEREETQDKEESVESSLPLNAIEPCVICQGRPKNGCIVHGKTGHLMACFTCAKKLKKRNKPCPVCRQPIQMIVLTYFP
tim23-1 inh: tim23-1 yeast growth inhibition; S. cerevisiae tim23-1 growth, BacTiter-Glo luminescence, 24 h; inhibition, % at 20 µM; actives 1.3% (n = 330,000); AID 463212;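 active means growth inhibition of the mutant yeast at or above 50%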;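 further: temperature-sensitive mutant grown at 25 °C; plate controls were DMSO-treated mutant yeast for no effect and medium wells lacking yeast for full effect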
tim10-1 inh: inhibits growth of tim10-1 mutant yeast. inhibition, % at 20 µM. S. cerevisiae tim10-1 ts strain growth, BacTiter-Glo, 24 h. actives 2.2% (n = 330,000);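 active means inhibition of at least 40%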;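 further: mutant grown at 25 °C; 0% = DMSO wells with yeast and 100% = wells holding no yeast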
APJ ag: agonists of human APJ apelin receptor | actives 0.11% (n = 330,000) | CHO-K1 APJ PathHunter beta-arrestin, luminescence; 0% DMSO wells, 100% apelin | activation, % at 20 µM | AID 2520;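 active means activation more than six SD over the plate average, tested at 20 µM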;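 further: 0% = DMSO alone and 100% = apelin-13 at 10 nM; some results filed as inactive read as strong as hits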
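Assay system: CHO-K1 cells stably expressing ProLink-tagged human APJ and arrestin–beta-gal acceptor. Compound dosing: 20 µM single point, 1% DMSO. Times: 16-18 h seeding, 90 min dark compound exposure, 60 min detection. Detection: beta-gal luminescence. Evaluation: APJ–arrestin association signal. Controls: negative DMSO alone, positive Apelin-13 at 10 nM.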
GRIN3A LBD mod: modulators (binders) of human NR3A ligand-binding domain. NR3A LBD differential scanning fluorimetry, Tm shift; 0% = protein alone, 100% = glycine-bound protein. Tm shift relative to glycine control, % at 25 µM. actives 2.5% (n = 340,000);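 active means melting temperature shift of at least 10% of the positive control shift, at one fixed dose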
UPR XBP1 act: adaptive UPR (XBP1) activation. CHO-XBP1 luciferase reporter, IRE1-XBP1 UPR activation, luminescence; percent of tunicamycin response, DMSO as zero. activation, % at 20 µM. actives 0.33% (n = 330,000). AID 463104;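 active means versus positive control, 20 µM dose yields 30% or more activation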;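 further: 100% = tunicamycin at 10 µg/mL and 0% = DMSO only wells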
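Material: CHO-XBP1 cells stably carrying IRE1-XBP1-driven luciferase reporter | Medium: F12 with 10% serum | Compound dosing: 20 µM single concentration, DMSO 1% | Incubation: Overnight seeding at 37 °C, 6 h compound treatment at 37 °C | Detection: Steady-Glo luminescence read | Read-out basis: % activation of reporter signal versus tunicamycin and DMSO controls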
TIM10 inh: inhibits growth of TIM10 yeast strain | actives 1.4% (n = 330,000) | inhibition, % at 10 µM | S. cerevisiae TIM10 strain growth, BacTiter-Glo luminescence, 24 h;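 active means inhibition of 40% or more at the single tested concentration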;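 further: wild-type TIM10 isogenic control strain grown at permissive 25 °C; 0% = DMSO yeast wells and 100% = minimal medium wells without yeast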
UPR CHOP act: activators of apoptotic arm of unfolded protein response (CHOP); CHO-CHOP luciferase reporter, UPR activation, luminescence; percent of tunicamycin response over DMSO baseline; activation, % at 10 µM; actives 0.34% (n = 330,000);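 active means at 10 µM dose, activation of 40% or more, normalized to positive control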;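 further: 100% = tunicamycin at 10 µg/mL and 0% = DMSO alone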
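Test system: CHO-CHOP cells, stable luciferase reporter of PERK-eIF2a-CHOP signalling | Quantity: 500 CHO-CHOP cells per well | Buffer or medium: F12 plus 10% serum | Compound dosing: 10 µM single point, 0.5% DMSO | Schedule: 6 h compound treatment, 37 °C | Signal: Luciferase luminescence | Control set: Tunicamycin high control, DMSO low control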
* marks the source's active call; other numbers are inactive results; x = not tested or not shown.

SMILES	NLRP3 yeast inh	Mdm2 MdmX PPI	tim23-1 inh	tim10-1 inh	APJ ag	GRIN3A LBD mod	UPR XBP1 act	TIM10 inh	UPR CHOP act
CSc1nnc(-c2cc3c(s2)-c2ccccc2CC3)o1	37.2	-99.9	34.5	32.5	1.3	-19.8	1.4	2.2	1.2
Cc1cc(OCC(=O)NCc2ccncc2)ccc1Cl	14.2	-2.5	-15.7	3.5	-2.7	0.5	2.1	-4.3	-0.3
Cc1ccc(NC(=O)CNCc2cccs2)c(Br)c1	26.5	-22.4	16.8	-0.3	-1.5	0.5	-2.3	-13.7	3.6
O=C(NCCCc1ccccc1)c1ccncc1	8.5	1.9	8.4	8.8	1.7	-0.3	1.0	7.0	-0.5
CSCCC(NC(=O)c1ccccc1)C(=O)O (stereo not given)	1.6	16.1	3.8	-14.6	1.5	-0.2	-3.9	-3.2	1.2
COc1ccc(C2C(O)C(c3c[nH]c4ccccc34)=NN2C(=O)CCl)cc1 (stereo not given)	-3.1	98.2*	16.2	10.2	3.6	2.4	-11.0	18.9	7.0
CCCN(CC(=O)Nc1ccc(C(N)=O)cc1)CC(=O)Nc1cc(Cl)ccc1Cl	-6.4	16.1	4.6	8.3	-0.5	-15.3	-4.0	-0.8	0.6
O=C1Cc2cccc3cccc1c23	-49.0	16.5	16.1	25.3	-8.0	0.3	-1.8	22.3	-1.6
COc1ccc(S(=O)(=O)N(CC(=O)N2CCOCC2)c2ccc(F)cc2)cc1OC	10.2	12.9	16.5	12.9	-1.5	0.0	-7.0	-8.2	-2.5
CC(=O)Nc1ccc(N=Cc2c(O)c3ccccc3oc2=O)cc1	4.4	53.2*	-4.8	6.0	-0.8	-2.7	13.9	-10.6	17.1
O=C(CN1CCN(S(=O)(=O)c2ccc3ccccc3c2)CC1)N1CCc2ccccc2C1	11.8	1.6	16.6	21.8	-2.7	-3.5	0.5	26.8	0.0
CC1CN(S(=O)(=O)c2cccc(C(=O)N(CCc3ccccc3)Cc3ccccc3)c2)CC(C)O1 (stereo not given)	16.7	2.8	32.7	39.5	12.7	-0.1	0.9	20.0	-0.6
CSc1nc(N)nc2c1ncn2CC(=O)NCc1ccccc1	5.6	-14.7	-3.8	-7.8	-3.8	-0.1	0.6	-9.6	-1.8
O=c1cc(-c2ccsc2)oc2ccccc12	41.5	-10.6	10.5	-36.4	-3.1	-2.1	2.5	-28.8	4.6
COc1ccc(S(=O)(=O)n2cnc3cc(C)c(C)cc32)cc1	9.1	43.2	7.7	12.9	-2.1	2.1	-1.7	6.7	-2.1
Cc1ccc(-n2c(SCC(=O)N3CC(=O)Nc4ccccc43)nc3ccccc3c2=O)cc1C	-8.0	38.4	14.2	17.0	-1.5	-4.3	1.8	15.8	1.0
CCN(CC1CCCO1)C(=O)c1cc(COc2cc(C)c(Cl)c(C)c2)on1 (stereo not given)	18.9	-74.5	4.4	10.1	1.5	-1.3	-4.7	6.6	2.2
CC1CCCCN1CCCNc1ccc(C(CC(N)=O)NC(=O)Cc2ccc(Br)cc2)cc1[N+](=O)[O-] (stereo not given)	13.1	35.5	-0.7	-14.8	-3.5	-1.6	-3.8	-5.1	-1.0
Cc1ccc(COc2ccc(/C=N/NC(=O)c3nnn(-c4nonc4N)c3COc3ccc(F)cc3)cc2)cc1	8.9	41.2	-5.1	-8.6	-2.7	21.1*	15.8	-11.7	13.5
O=C(NCC1COc2ccccc2O1)C1CCN(S(=O)(=O)c2ccccc2)CC1 (stereo not given)	9.1	-29.9	11.6	-0.5	-1.3	0.3	-1.1	4.4	0.2
Cc1cccn2c(=O)c(/C=C(\C#N)C(=O)NC3CCS(=O)(=O)C3)c(N3CC(C)OC(C)C3)nc12 (stereo not given)	12.9	24.3	-0.2	-9.0	-1.5	0.5	2.1	3.3	0.2
O=C(O)c1cccc(NC(=S)NC(=O)c2ccc(-c3ccc(Cl)cc3)o2)c1	17.9	24.5	10.4	7.1	-2.4	-15.4	-0.9	-2.6	-0.9
O=C(O)C1C2C=CC(C2)C1C(=O)NC1CCN(Cc2ccccc2)CC1 (stereo not given)	7.4	9.8	5.8	16.1	-2.1	-2.7	-1.0	-8.4	-0.8
COc1ccccc1OCC(=O)OCc1cc(-c2ccco2)on1	7.4	-3.3	8.9	-9.4	-5.7	-1.6	0.1	3.5	-2.0
CC(=O)Nc1ccc(Sc2ncccc2C(=O)Nc2cc(Cl)cc(Cl)c2)cn1	14.2	3.9	6.9	3.5	2.8	-0.9	-0.1	1.6	-0.4
Cc1onc(-c2ccccc2Cl)c1C(=O)Nc1ccc2c(c1)OCO2	12.2	20.9	15.7	20.7	-1.0	-0.1	0.2	4.9	-0.2
CC(C)(/C=N/NC(=O)CSCc1ccc(Cl)cc1)CCC#N	5.4	-37.4	2.3	6.6	0.2	-0.3	-0.2	-0.7	-0.1
O=C(CSc1cccc2cccnc12)N/N=C/c1ccncc1	11.2	0.2	11.8	-9.7	-2.2	-0.7	-1.6	-0.3	-1.0
CC1CCN(C(=O)c2[nH]cnc2C(=O)N(C)Cc2ccccc2)CC1	-2.1	33.0	8.8	4.4	-3.2	0.5	1.1	-0.1	1.4
O=C(CCC1CCCCC1)NCCN1C2=NC[C@H](Cc3ccccc3)N2C[C@H]1Cc1ccc(O)cc1	17.0	32.2	10.5	1.7	-2.6	-2.5	-1.5	1.9	-1.6
c1ccc(CCn2nnnc2C(c2cccnc2)N2CCOCC2)cc1 (stereo not given)	-6.2	8.3	-7.7	7.0	-5.0	-0.3	1.6	10.3	0.0
CN1CCN(C(=O)CCc2ncc(C(F)(F)F)cc2Cl)CC1	14.3	6.2	-5.9	-4.0	-2.5	1.4	-2.2	8.8	0.3
COCCN1CCN(c2c(C)c(C)nc3cc(-c4cccc(OC)c4)nn23)CC1	14.6	4.2	-90.1	-68.4	-1.7	-0.4	3.9	-49.3	3.8
COc1ccc(NC(=O)N2CCCCCC2)cc1OC	14.6	5.1	3.3	5.1	0.1	-24.1	-3.2	16.8	0.0
CC(C)Oc1ccc(C(CC(=O)O)NC(=O)CSc2ncn[nH]2)cc1 (stereo not given)	10.9	13.9	11.4	1.3	2.4	2.1	-3.1	3.4	-1.8
O=C(Nc1ccccc1C(=O)N1CCCCC1)c1cc(F)c(F)cc1Cl	3.1	-1.6	3.2	13.2	-1.1	1.8	-7.4	8.1	-0.6
CSc1nc(NCCCN(C)C)c2c3c(sc2n1)CN(C)CC3	14.4	11.1	-23.8	-12.0	-0.1	x	-1.8	-5.0	1.7
Cc1cccc(S(=O)(=O)NCCC(=O)OCC(=O)Nc2ccc(C#N)cc2)c1	14.3	11.5	4.0	12.1	3.4	1.3	-0.5	-3.6	-2.5
COc1ccc(OC)c(/C=C(\NC(=O)c2ccccc2)C(=O)N/N=C/c2ccc(C)s2)c1	-10.9	20.2	2.3	-5.6	-5.7	-1.1	-1.9	-0.3	-2.2
NC(=O)NCC1CC1	13.7	-7.5	4.7	-14.9	4.1	3.9	-3.0	-2.3	-0.1
O=C(COc1ccc(Cl)cc1)Nc1c(-c2cccs2)nc2ccccn12	-6.6	23.1	-0.4	9.1	-0.7	9.6	-1.7	-4.4	0.5
O=C1CCN(Cc2ccccc2)CCN1[C@H](COc1ccccc1)Cc1ccccc1	18.3	12.8	38.5	25.6	5.3	1.3	-0.4	26.6	0.0
Cc1ccc(C2(c3noc(CN(C)CCCN4CCOCC4)n3)CCCC2)cc1	20.6	-15.2	-12.4	-9.4	-0.4	x	1.3	2.1	-0.4
COc1ccc(S(=O)(=O)N2CCCCC2C(=O)O)cc1OC (stereo not given)	1.7	0.3	-0.5	1.8	8.3	1.5	0.8	5.1	0.8
CC(=O)Nc1ccc(S(=O)(=O)N(C)C2CCN(C)CC2)cc1	16.2	15.4	-4.7	-11.9	-3.3	-0.5	-7.0	-8.0	0.7

Compound profiles (already shown). Order of screens: NLRP3 yeast inh, Mdm2 MdmX PPI, tim23-1 inh, tim10-1 inh, APJ ag, GRIN3A LBD mod, UPR XBP1 act, TIM10 inh, UPR CHOP act
`COc1ccc(NC(=O)N2CCCCCC2)cc1OC` as listed: 14.6, 5.1, 3.3, 5.1, 0.1, -24.1, -3.2, 16.8, 0.0
`CC(=O)Nc1ccc(S(=O)(=O)N(C)C2CCN(C)CC2)cc1` as listed: 16.2, 15.4, -4.7, -11.9, -3.3, -0.5, -7.0, -8.0, 0.7
`CC(C)Oc1ccc(C(CC(=O)O)NC(=O)CSc2ncn[nH]2)cc1` (stereo not given) as listed: 10.9, 13.9, 11.4, 1.3, 2.4, 2.1, -3.1, 3.4, -1.8

Next section
SMILES	NLRP3 yeast inh	Mdm2 MdmX PPI	tim23-1 inh	tim10-1 inh	APJ ag	GRIN3A LBD mod	UPR XBP1 act	TIM10 inh	UPR CHOP act
COc1ccc(-c2nn3c(=O)c(C)nnc3s2)cc1	10.5	17.2	-11.4	-2.9	1.8	0.9	-1.2	-3.1	-0.4
CCOC(=O)N1CCN(C(=O)c2ccccc2NC(=O)COc2ccccc2C)CC1	-6.1	-8.3	21.3	15.8	2.7	-2.4	0.9	19.0	0.0
COC(=O)c1ccccc1NC(=S)NC(=O)COc1ccc(C(C)C)cc1	11.3	-1.9	18.2	6.5	-4.9	-6.2	0.4	16.8	1.6
COc1ccc(NC(=O)CN(C)C(=O)c2c(C)nn(-c3ccccc3)c2Cl)cc1	5.8	25.3	21.0	11.7	5.6	-0.4	-1.4	-4.5	3.1
C=CCN1CCN(C(=O)c2ccc3c(c2)OCO3)CC1	9.4	5.6	10.1	-1.7	-1.7	-1.8	-1.0	-7.1	-1.5
Cc1nc(NS(=O)(=O)c2cccc([N+](=O)[O-])c2)sc1C(C)(C)C	12.9	0.3	21.4	13.7	0.6	-10.5	-5.0	1.7	-0.6
COCCCN(Cc1ccccn1)S(=O)(=O)Cc1ccccc1	16.0	15.8	19.5	11.9	0.3	0.0	-2.1	11.8	-4.2
COc1ccc(C(=O)Nc2ncc(C)s2)cc1S(=O)(=O)N1CCCC1	-11.9	-17.3	9.4	22.0	-2.3	2.1	2.3	26.0	-0.2
CCC(C)n1c(SCc2ccc([N+](=O)[O-])cc2)nc2ccsc2c1=O (stereo not given)	5.9	17.8	5.3	-21.6	-2.4	-5.3	1.5	-57.5	1.8
Cc1cc(C)cc(N(CCC#N)C(=O)COC(=O)CCc2c[nH]c3ccccc23)c1	5.7	22.3	29.9	16.4	-1.4	-0.3	-0.2	11.8	1.6
COc1ccc(NC(=O)CN(C)C(=O)c2ccc3[nH]c4c(c3c2)CC(C)CC4)cc1 (stereo not given)	8.7	-1.7	40.0	17.9	2.9	x	-2.9	11.2	0.2
CC1CC(C)CN(CCCNC(=O)C2CCN(S(=O)(=O)N3CCCCC3)CC2)C1 (stereo not given)	2.4	11.5	-1.9	-8.2	-5.5	-1.5	-1.4	-3.2	0.0
O=C(c1cc(-c2ccncc2)nc2ccccc12)N1CCN(c2ccc(N3CCOCC3)nn2)CC1	13.7	5.1	-6.3	16.9	-0.7	-0.5	-0.6	-10.0	0.1

Screening data as filed in PubChem BioAssay.
